Screens (PubChem BioAssay)
Efflux pump mplx = blocks antifungal efflux pumps in multiplex yeast assay; 0.44% of 330,000 active; S. cerevisiae Candida pump triplex, Nile Red efflux; inhibition, % at 10 µM; AID 485275;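 active means plate passing quality check with inhibition over a set limit, or well fluorescence over plate mean plus 4 SD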;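 further: Nile Red retained in pooled yeast measured as flow cytometry median fluorescence; 0% = buffer negative control and 100% = Enniatin B positive control; higher means more Nile Red kept so more efflux inhibition; some compounds called inactive have numbers as strong as hits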
MCL1 BIM primary = inhibitors of human MCL1 binding to BIM-BH3 peptide; Q07820; GST-MCL1 / FITC-Bim-BH3 fluorescence polarization; inhibition, % at 10.9 µM; 0.68% of 320,000 active;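 active means inhibition above the mean inhibition of all tested compounds plus 3 SD, set per campaign, cut at about 40% in these data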;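 further: 0% = DMSO wells and 100% = unlabeled Bim-BH3 peptide control; higher means more loss of mP so more displacement of Bim peptide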
PME-1 inh = blocks human protein phosphatase methylesterase 1; Q9Y570; recombinant PME-1, FP-Rh probe fluorescence polarization; inhibition, % at 5.9 µM; 0.53% of 320,000 active; AID 2130;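 active means inhibition above the campaign mean of all compounds plus 3 SD, cut at about 26% in these data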;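 further: competitive labeling of PME-1 active site by serine hydrolase directed probe; 0% = PME-1 with DMSO and 100% = wells lacking PME-1 enzyme; inhibitors block probe labeling so polarization falls and inhibition rises; many of its hits are not listed in these tables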
GLD-1 RNA inh = GLD-1-TGE RNA interaction inhibition (C. elegans); 0.44% of 320,000 active; Q17339; inhibition, % at 5.96 µM; purified GLD-1 + fluorescein TGE RNA, fluorescence polarization;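 active means percent inhibition above a per-plate cutoff, the plate mean of test compounds plus 3 SD, cut at about 30% in these data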;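 further: 0% = DMSO wells with GLD-1 and probe and 100% = wells lacking GLD-1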
GRK2 inh = blocks RNA aptamer binding to human GRK2; bead flow cytometry, FAM-aptamer displacement from GRK2; inhibition of aptamer binding, % at 10 µM; 0.59% of 330,000 active; AID 488847;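 active means inhibition of aptamer binding above 40%, roughly 3 SD of noise, on plates passing a quality check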;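 further: median bead fluorescence of bound FAM aptamer so fluorescent compounds give negative values; no value below 0 was filed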
VLA-4 inh = inhibition in a human VLA-4 binding assay; VLA-4 expressing cells, ligand binding flow cytometry; 0.2% of 330,000 active; P13612; inhibition, % (about 7 µM as worked out from the volumes in the protocol); AID 2557; in the data active means inhibition above about 50%
Target sequence (P13612 whole entry, looked up): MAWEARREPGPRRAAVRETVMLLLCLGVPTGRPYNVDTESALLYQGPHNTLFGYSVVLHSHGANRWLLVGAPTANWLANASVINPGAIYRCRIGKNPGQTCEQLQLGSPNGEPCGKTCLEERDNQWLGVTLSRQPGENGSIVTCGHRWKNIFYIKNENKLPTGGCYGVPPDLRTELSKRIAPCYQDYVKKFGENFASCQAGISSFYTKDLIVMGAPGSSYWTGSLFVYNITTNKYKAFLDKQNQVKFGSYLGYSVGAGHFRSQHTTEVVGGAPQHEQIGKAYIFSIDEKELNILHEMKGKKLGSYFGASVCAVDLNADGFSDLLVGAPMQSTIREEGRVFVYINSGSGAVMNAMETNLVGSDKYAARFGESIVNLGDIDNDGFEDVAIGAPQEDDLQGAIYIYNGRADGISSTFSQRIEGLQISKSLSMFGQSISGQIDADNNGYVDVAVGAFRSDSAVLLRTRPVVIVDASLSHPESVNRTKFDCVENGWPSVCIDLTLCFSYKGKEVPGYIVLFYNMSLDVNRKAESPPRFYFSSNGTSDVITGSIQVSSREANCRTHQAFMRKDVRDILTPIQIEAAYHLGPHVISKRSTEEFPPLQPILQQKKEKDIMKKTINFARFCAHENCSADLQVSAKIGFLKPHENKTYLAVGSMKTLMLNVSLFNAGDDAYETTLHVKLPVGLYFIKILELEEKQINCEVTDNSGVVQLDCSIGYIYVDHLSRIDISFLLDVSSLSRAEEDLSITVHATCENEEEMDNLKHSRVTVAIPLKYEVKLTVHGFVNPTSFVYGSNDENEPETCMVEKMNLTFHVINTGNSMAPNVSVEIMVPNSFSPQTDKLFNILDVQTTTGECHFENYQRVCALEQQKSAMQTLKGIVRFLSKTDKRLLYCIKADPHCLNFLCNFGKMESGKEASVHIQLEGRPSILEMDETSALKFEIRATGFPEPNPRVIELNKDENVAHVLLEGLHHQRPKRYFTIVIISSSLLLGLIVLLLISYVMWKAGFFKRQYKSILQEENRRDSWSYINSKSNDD
Fam108B counter = blocks mouse Fam108B hydrolase in RBBP9 counter-screen. recombinant Fam108B, FP-Rh probe fluorescence polarization. inhibition, % at 9.51 µM. 0.33% of 300,000 active;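 active means inhibition above the screen mean inhibition plus 3 SD, computed separately per campaign, cut at about 18% in these data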;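 further: inhibitors lower polarization as less probe binds the enzyme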
MEX-5 binding = C. elegans MEX-5 TCR-2 RNA binding activity. Q9XUB2. MEX-5/FITC-TCR2 RNA binding, fluorescence polarization; active compounds read low. activity score (negative = inhibition of binding), % at 10 µM. 0.38% of 300,000 active;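 active means inhibition past about -25% in most replicates, and total fluorescence under double the plate's negative control median, limit read from the data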;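 further: 0% = DMSO and -100% = 5 µM competing unlabeled TCR2 RNA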
BCLXL inh = inhibitors of human Bcl-xL. inhibition, % at 10.9 µM. Q07817. GST-Bcl-xL / FITC-Bim BH3 peptide fluorescence polarization. 0.7% of 320,000 active;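 active means inhibition above the mean of all tested compounds plus 3 SD, cutoff set per campaign, cut at about 30% in these data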;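 further: 0% = DMSO wells and 100% = unlabeled Bim-BH3 peptide competitor; inhibitors lower millipolarization by displacing the labeled peptide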
* hit, by the source's call; · = no result given. The list is partial; rates above refer to the full screens.

SMILES	Efflux pump mplx	MCL1 BIM primary	PME-1 inh	GLD-1 RNA inh	GRK2 inh	VLA-4 inh	Fam108B counter	MEX-5 binding	BCLXL inh
CCOC(=O)c1c(C)n(C)c2ccc(O)c(S(=O)(=O)c3ccccc3)c12	-0.1	0.8	-0.1	-0.1	0.0	-4.2	2.4	-2.6	4.5
NNC(=O)c1ccc(Cn2cccn2)o1	-0.1	-1.0	-5.6	2.1	0.0	-3.0	3.1	1.1	2.8
O=C(COc1ccccc1)Nc1ccc(-c2nnc(-c3ccco3)o2)cc1	0.8	-7.5	-2.4	-12.0	0.0	0.9	-3.9	1.5	-7.9
CN1C(C(=O)Nc2cccc(O)c2)=CC(c2cccs2)=NS1(=O)=O	-0.2	6.2	2.4	3.4	1.0	19.1	-1.6	2.1	5.5
CCCN1C2CCCC1CC(NC(=O)NC1CCCCC1)C2 (stereo not given)	0.1	2.0	-4.1	5.1	0.0	12.0	-8.1	0.7	-7.4
CCOC(=O)COc1cccc2c(=O)n(CC(N)=O)ccc12	0.1	5.1	4.0	-2.2	0.0	12.2	-0.3	-0.7	6.3
CC1=CC2=NC(=O)CC(C)(C(=O)N(CC(=O)NC(C)(C)C)Cc3cccs3)N2C=C1 (stereo not given)	0.1	1.7	2.4	3.0	0.0	20.9	-2.3	0.0	1.1
Cc1ccc(NC(=O)CSc2nc3ccccc3nc2N2CCOCC2)c(C)c1	0.0	2.5	7.5	2.0	1.0	11.5	-4.4	-0.8	0.9
Cc1ccc(C(=O)NCc2ccco2)cc1Br	-0.1	5.8	-9.3	0.2	2.0	0.6	-3.4	-0.5	0.5
CCC(=O)N1CCc2cc(S(=O)(=O)NC(CC(C)C)C(=O)N3CCc4ccccc43)ccc21 (stereo not given)	-0.1	-13.8	-4.4	-0.6	0.0	8.9	-4.4	·	-3.7
O=C(CNc1cccc2ccccc12)N/N=C/c1ccc([N+](=O)[O-])o1	-0.1	7.1	17.9	8.6	5.0	-6.3	2.8	0.1	1.4
CCOC(=O)c1cc(-c2ccc3c(c2)OCCO3)n[nH]1	0.0	-1.2	1.3	8.2	1.0	-0.1	-2.9	-0.5	0.0
COc1cccc(Oc2cn[nH]c2-c2ccc(OCC(=O)NN)cc2O)c1	0.0	6.5	-17.0	-5.9	1.0	9.6	0.3	-6.3	0.6
Cc1cc(NC(=O)CSCC(=O)OC(C)C(=O)N(C)Cc2ccccc2)no1 (stereo not given)	0.0	2.5	2.8	6.5	1.0	2.1	-0.8	0.0	-0.1
COc1ccc(S(=O)(=O)N2CCCC2)cc1C(=O)N1CCOCC1	-0.1	-3.7	-1.5	3.9	0.0	4.8	1.6	0.3	0.9
CN(C(=O)COc1cc(=O)n(C)c2ccccc12)c1ccc(Cl)cc1	0.1	-3.5	7.4	-3.1	0.0	15.4	0.1	3.8	-1.4
O=C(CCCN1C(=O)/C(=C/c2ccco2)SC1=S)Nc1cccc(C(=O)O)c1	-0.1	60.1*	-19.8	3.3	12.0	2.6	14.3	-4.6	27.6
Cc1ccc(-c2nnc(N(C)C(=O)c3ccncc3)s2)cn1	0.0	0.3	5.2	1.2	6.0	9.3	-1.0	0.4	-0.8
Cc1ccc2c(c1)N(CC(=O)NCCCN1CCCCC1C)C(=O)c1cccnc1O2 (stereo not given)	0.1	-5.3	-7.7	2.9	0.0	20.3	-0.3	-0.3	5.3
O=C(CCc1nnc(Cc2ccc3c(c2)OCO3)o1)N(CC1CCC1)CC1CCCO1 (stereo not given)	0.2	0.2	4.3	-4.1	2.0	4.2	1.5	-0.1	1.1
O=C(CN1C(=O)S/C(=C/c2cccs2)C1=O)N1CCOCC1	-0.1	11.2	0.9	3.0	2.0	9.2	0.7	-2.3	9.4
O=C(N/N=C/c1ccc2nccnc2c1)c1ccccc1O	-0.1	-0.5	4.8	0.4	0.0	14.7	-2.0	-0.3	-2.2
FC(F)(F)c1cccc(/C=N/NC(=S)NC2CCCCC2)c1	-0.2	1.5	4.1	-4.2	0.0	14.0	0.0	0.8	0.1
COc1ccc(S(=O)(=O)N2CCN(C(=O)C3CC3)CC2)cc1Br	0.7	-1.8	6.9	-2.2	0.0	0.0	·	·	-2.2
COc1cc(Cl)c(C)cc1NC(=S)NN	-0.3	3.1	2.1	-1.2	0.0	3.8	-2.5	1.5	3.9
Carrying on.
SMILES	Efflux pump mplx	MCL1 BIM primary	PME-1 inh	GLD-1 RNA inh	GRK2 inh	VLA-4 inh	Fam108B counter	MEX-5 binding	BCLXL inh
CCOc1cc(C(c2c(C)[nH][nH]c2=O)c2c(C)[nH][nH]c2=O)ccc1OC(=O)c1cccc([N+](=O)[O-])c1	0.2	0.2	-3.9	-6.7	5.0	-1.3	3.9	-2.4	4.0
Cc1cc(C(=O)CSc2nc3ccccc3n2CCC#N)c(C)n1Cc1cccs1	0.0	-2.0	3.7	6.0	0.0	-1.1	-4.8	-1.8	-1.0
COCCN(CC(=O)Nc1cccc(C)c1C)C(=O)c1cc(S(=O)(=O)N2CCCC2)ccc1C	-0.1	-9.3	3.2	1.5	4.0	-7.3	·	·	-4.1
Cc1ccnc(N2CCCC(C(=O)Nc3nnc(C)s3)C2)n1 (stereo not given)	-0.3	13.3	-2.1	5.7	1.0	-3.3	0.1	-0.8	9.9
COc1ccccc1-c1nnc(SCC(=O)NNC(=O)c2ccccc2F)n1C	-0.1	-1.0	-4.7	-0.2	4.0	12.1	·	·	-0.5
COc1ccc(C(=O)N(C)CC(O)c2ccccc2)cc1OC1CCN(C(C)=O)CC1 (stereo not given)	0.2	8.9	-1.7	6.0	5.0	4.1	6.5	-0.1	1.7
O=C(Cc1ccc2c(c1)OCCO2)N/N=C/c1ccco1	0.0	-0.2	-7.0	-0.4	0.0	0.0	·	·	3.9
OCCC1CN(Cc2cnc(N3CCCC3)s2)CCN1Cc1ccccc1 (stereo not given)	0.2	-4.3	0.5	6.4	0.0	-7.6	-1.1	-0.8	3.0
Cc1cc(NC(=O)Cc2ccccc2C)no1	0.3	17.3	-6.8	-22.4	0.0	11.8	1.0	-1.4	3.7
O=C(NCC(O)c1ccccc1)Nc1cccs1 (stereo not given)	0.0	11.7	4.0	-4.2	0.0	3.0	-7.6	-2.4	10.8
COc1cc2c(cc1OC)CN(C(=O)c1cc(S(=O)(=O)N3CCOCC3)ccc1Cl)CC2	-0.3	4.4	-1.0	-2.6	0.0	-6.4	-2.2	-0.5	1.7
CCc1nnc(NS(=O)(=O)c2ccc(N/C=C\C(=O)c3ccc(C)cc3)cc2)s1	-0.1	-10.0	-4.5	-2.8	5.0	-5.6	-0.6	-4.0	-0.4
Clc1ccc(-c2nc3n(n2)Cc2ccccc2-3)cc1	0.0	3.4	-16.9	-9.6	1.0	-5.8	0.8	0.2	-1.3
COc1ccc(S(=O)(=O)N(CC(N)=O)C2CCCCC2)cc1Cl	-0.2	-1.8	-4.0	3.0	0.0	11.5	-1.5	-2.1	2.0
Cc1cc(-c2nnc(SCC(=O)Nc3ccccc3F)n2N)n[nH]1	-0.1	2.9	-2.9	-7.7	0.0	-1.8	-1.9	-0.3	1.8
Cn1c(=O)[nH]c(=O)c2c1nc(CN1CCOCC1)n2Cc1ccc(F)cc1	0.3	1.9	-0.2	2.8	0.0	0.5	-1.1	·	5.5
CCc1cc2c(=O)oc(-c3ccc(F)cc3)nc2s1	0.1	4.0	-10.1	7.2	0.0	2.7	-10.7	-3.3	-1.2
CN(C)CCNC(=O)Nc1ccc([N+](=O)[O-])cc1	0.0	4.0	-2.5	7.4	0.0	-2.2	0.0	-0.2	3.4
CC(=O)c1c(N2CCCCC2)nc(=S)n(Cc2ccccc2)c1C	-0.2	4.3	-2.3	2.0	0.0	5.7	3.7	-1.1	3.9
O=S(=O)(c1cccc(Cn2nnc(-c3ccccc3)n2)c1)N1CCOCC1	-0.2	·	·	8.3	2.0	1.6	·	·	·
CN(C(=O)Cn1c(=O)oc2ccccc21)C1CCCCC1	-0.2	0.3	-0.9	6.7	4.0	-1.2	·	·	2.5
Cc1ccc(-n2nnnc2SCC(=O)Nc2ccc(N3CCN(C)CC3)cc2)c(C)c1	-0.4	-3.8	-2.9	1.3	0.0	-9.2	4.6	-0.3	-1.0
Cc1nnc(Nc2ccccn2)c2ccccc12	-0.1	2.5	-4.6	-3.0	0.0	2.7	3.3	0.9	0.8
NC(=O)c1ccc(-c2nnn(CC(=O)Nc3cccc(S(=O)(=O)N4CCCC4)c3)n2)cc1	0.0	3.1	0.8	6.6	1.0	-1.9	·	·	0.3
O=C(N/N=C\c1cccc(Br)c1)c1ccccc1-n1cccc1	0.1	-7.1	-3.3	4.1	0.0	3.0	1.7	1.9	-4.7

Record cards, from the list above:
O=C(Cc1ccc2c(c1)OCCO2)N/N=C/c1ccco1 as listed: Efflux pump mplx: 0.0; MCL1 BIM primary: -0.2; PME-1 inh: -7.0; GLD-1 RNA inh: -0.4; GRK2 inh: 0.0; VLA-4 inh: 0.0; Fam108B counter: ·; MEX-5 binding: ·; BCLXL inh: 3.9
COc1ccc(S(=O)(=O)N(CC(N)=O)C2CCCCC2)cc1Cl as listed: Efflux pump mplx: -0.2; MCL1 BIM primary: -1.8; PME-1 inh: -4.0; GLD-1 RNA inh: 3.0; GRK2 inh: 0.0; VLA-4 inh: 11.5; Fam108B counter: -1.5; MEX-5 binding: -2.1; BCLXL inh: 2.0
OCCC1CN(Cc2cnc(N3CCCC3)s2)CCN1Cc1ccccc1 (stereo not given) as listed: Efflux pump mplx: 0.2; MCL1 BIM primary: -4.3; PME-1 inh: 0.5; GLD-1 RNA inh: 6.4; GRK2 inh: 0.0; VLA-4 inh: -7.6; Fam108B counter: -1.1; MEX-5 binding: -0.8; BCLXL inh: 3.0

(listing goes on)
SMILES	Efflux pump mplx	MCL1 BIM primary	PME-1 inh	GLD-1 RNA inh	GRK2 inh	VLA-4 inh	Fam108B counter	MEX-5 binding	BCLXL inh
CCc1c(C)sc(NC(=S)N2CCN(CC)CC2)c1C(=O)OC	-0.2	5.8	7.4	-4.7	0.0	0.0	-1.1	0.5	13.1
O=C(NC1CCCCC1)n1c(=O)oc2cc(S(=O)(=O)N3CCCCC3)ccc21	0.1	-1.5	-3.1	1.6	3.0	5.3	1.5	-0.5	4.9
CC(=O)N1CCCN(C(=O)c2ccc3nc(Cc4cccc(Cl)c4)oc3c2)CC1	0.0	3.2	8.2	3.1	0.0	-1.0	3.3	-2.1	5.5
CC1CC(C)(C)CC2(C1)NC(=O)N(CC(=O)N1CCN(S(=O)(=O)c3cccs3)CC1)C2=O (stereo not given)	0.1	-15.0	-4.6	1.2	0.0	-7.5	·	·	-11.2
O=C(Nc1nnc(SCc2ccccc2)s1)c1ccco1	0.1	-1.9	-5.9	-3.8	2.0	-11.6	-2.9	-2.7	4.4
O=C(Nc1ccncc1)c1ccc(Br)cc1	1.2	1.7	-1.3	-6.3	0.0	7.0	-0.8	0.0	2.9
COc1ccc(C(=O)NC(C(=O)NCC2(N3CCCCC3)CCCCC2)C(C)C)cc1 (stereo not given)	-0.4	0.3	-2.0	1.5	1.0	-8.7	·	·	-1.8
CCc1nonc1NC(=O)c1oc2ccc(F)cc2c1C	-0.1	5.0	-2.5	0.3	5.0	2.8	-2.9	-0.1	-0.8
CCc1cc(CN2CCOCC2)c(NC(=O)c2ccccc2)s1	0.4	-1.4	-2.2	-2.8	1.0	-0.5	-3.8	0.7	0.5
O=C(CC(NS(=O)(=O)c1ccc(Cl)cc1)c1ccco1)NC1CCCC1 (stereo not given)	-0.1	0.7	-1.6	4.4	2.0	0.0	0.4	0.3	13.2
